# Assay outcomes as filed in PubChem BioAssay.
# MEKK3 PB1 HTS = MEKK3-MEK5 PB1 interaction, increase or decrease. Q99759. bead-based flow cytometry, Alexa488-MEK5 binding to MEKK3; actives lie on both sides; 0 = blocked by unlabeled MEK5, 100 = vehicle. binding response (% of control), % at 10 µM. 290,000 compounds, 1.4% hits. AID 1529;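 active = binding response more than 3 SD above or below the average of its plate-row segment, actives on both sides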;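 note: Alexa488 bead fluorescence after subtracting the streptavidin-only scavenger bead signal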
# Target sequence (Q99759 whole entry, looked up): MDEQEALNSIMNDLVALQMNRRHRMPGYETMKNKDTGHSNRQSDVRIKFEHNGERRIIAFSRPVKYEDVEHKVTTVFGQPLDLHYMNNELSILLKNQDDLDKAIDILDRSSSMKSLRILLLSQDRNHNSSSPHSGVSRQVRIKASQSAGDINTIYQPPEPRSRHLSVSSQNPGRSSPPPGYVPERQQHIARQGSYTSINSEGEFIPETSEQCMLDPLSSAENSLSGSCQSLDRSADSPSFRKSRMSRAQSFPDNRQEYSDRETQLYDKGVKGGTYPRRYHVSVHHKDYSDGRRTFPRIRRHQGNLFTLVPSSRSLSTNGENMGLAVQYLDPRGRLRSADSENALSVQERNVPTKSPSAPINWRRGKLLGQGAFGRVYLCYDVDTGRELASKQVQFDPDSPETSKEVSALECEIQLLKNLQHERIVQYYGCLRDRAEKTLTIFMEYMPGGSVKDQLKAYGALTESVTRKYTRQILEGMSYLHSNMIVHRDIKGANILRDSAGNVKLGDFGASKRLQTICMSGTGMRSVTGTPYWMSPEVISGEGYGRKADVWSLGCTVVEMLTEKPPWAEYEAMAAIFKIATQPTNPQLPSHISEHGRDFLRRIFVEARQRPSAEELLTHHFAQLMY
# MEKK2mut PB1 HTS = signal of MEK5 binding to mutant human MEKK2 PB1 domain; percent response, % at 10 µM; bead flow cytometry, Alexa488-MEK5 binding to MEKK2 mutant; AID 1530; 290,000 compounds, 0.35% hits; in the data active = percent response above about 24%, passing the limit was not always enough; note: inactives centre near 1; some results filed as inactive read as strong as hits; reference of the scale not given here
# GalR3 antagonist = blocks the human galanin receptor 3 | O60755 | HEK293 GalR3-CNG cAMP membrane potential fluorescence; galR3 body fused to GalR1 C-terminus | inhibition, % at 3 µM | 360,000 compounds, 0.44% hits | AID 651719;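 active = inhibition above the screen-wide average plus 3 SD, cut at about 13% in these data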;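 note: forskolin and galanin both at EC90 stimulate the cells; cAMP rise reported by CNG channel membrane potential dye signal; 0% = forskolin plus galanin with DMSO and 100% = forskolin alone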
# Target sequence (O60755 1-299 limits assumed): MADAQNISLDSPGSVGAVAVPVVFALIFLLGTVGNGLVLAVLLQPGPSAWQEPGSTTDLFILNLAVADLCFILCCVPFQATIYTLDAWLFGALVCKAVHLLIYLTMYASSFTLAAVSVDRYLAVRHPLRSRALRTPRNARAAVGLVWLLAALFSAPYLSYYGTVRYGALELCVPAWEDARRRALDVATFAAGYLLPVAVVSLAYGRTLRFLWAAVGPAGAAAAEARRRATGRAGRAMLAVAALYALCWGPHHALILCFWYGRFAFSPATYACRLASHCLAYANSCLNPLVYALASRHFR
# CRFBP-R2 block = blocks CRF-induced signaling of the CRF-BP/CRF-R2 complex | HEK293 CRF-R2/CRF-BP, CRF-induced calcium fluorescence | inhibition, % at 11.8 µM | 350,000 compounds, 0.59% hits;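 active = inhibition of the ligand-induced calcium signal above about 50% at the single tested concentration, limit read from the data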
# CRFBP-R2 agonist = agonists of human CRF-binding protein/CRF-R2 receptor complex; HEK293 CRF-R2/CRF-BP, calcium dye fluorescence (FLIPR); percent of saturating CRF peptide response; activation, % at 13.2 µM; 350,000 compounds, 0.46% hits; AID 588473;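 active = activation of at least 50%, plus an integration ratio under a set limit after plate pattern correction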;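 note: plate controls were neutral control wells without compound for no effect and CRF at EC100 for full effect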
# FID counter = fluorescent intercalator displacement, NS3 helicase counter-screen; 290,000 compounds, 0.17% hits; DNA fluorescent intercalator displacement, fluorescence; inhibition, % at 7.9 µM; in the data active = inhibition above about 37%;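 note: 0% = vehicle and 100% = reference compound; higher means more ethidium bromide displaced from hairpin DNA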
# UBC9 SUMO inh = SUMOylation inhibition | AID 2006 | HTRF SUMOylation assay, SAE1/SAE2 + UBC9, in vitro | inhibition, % at 35 µM | 290,000 compounds, 0.36% hits | P63279; in the data active = inhibition above about 50%, passing the limit was not always enough; note: strong numbers were not always called active
# HCV NS3 hel inh = HCV NS3 helicase inhibition | 290,000 compounds, 0.56% hits | AID 1800 | NS3 helicase DNA unwinding, Cy5 molecular beacon fluorescence | inhibition, % at 10.9 µM;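 active = inhibition above the mean of all tested compounds plus 3 SD, set per campaign, cut at about 35% in these data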;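 note: 0% = DMSO wells and 100% = thioflavine S control wells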
#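 Test system: hepatitis C virus NS3 helicase domain fragment enzyme. Also added: annealed dual-labelled DNA beacon duplex, ATP-started. Timing: 60 min unwinding reaction at 25 °C after ATP addition. Technique: Cy5 fluorescence. Measure: % inhibition of unwinding.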
# MEKK2 WT-MEK5 = raises or lowers MEK5 binding to wildtype human MEKK2 PB1 domain | bead flow cytometry, Alexa488-MEK5 binding to MEKK2 WT; actives lie on both sides | AID 1531 | Q9Y2U5 | binding response (% of control), % at 10 µM | 290,000 compounds, 1.1% hits; in the data active = binding response below about 67% or above about 130%
# * hit, by the source's call; x = no result given. Not all compounds are listed; count on the stated rates, not on these rows.
SMILES,MEKK3 PB1 HTS,MEKK2mut PB1 HTS,GalR3 antagonist,CRFBP-R2 block,CRFBP-R2 agonist,FID counter,UBC9 SUMO inh,HCV NS3 hel inh,MEKK2 WT-MEK5
C(=N\n1cnnc1)/c1ccc2ncccc2c1,102,2,-5,-2,-3.8,1,2,-2,104
CN(C)c1ccc(/C=N/NC(=O)CNC(=O)/C=C/c2ccccc2)cc1,102,3,-3,0,0.6,-26,-22,0,104
COc1ccc(-n2nc(N)c3c(=O)oc(N(C)C)nc32)cc1,108,3,-3,7,-1.4,-1,10,4,105
O=C(/C=C/c1ccc(Cl)cc1)NCc1ccco1,96,-2,-4,5,-10,-1,4,-9,99
CCOc1ccc(NC(=O)CC2C(=O)N(C)C(=S)N2CCCc2ccccc2)cc1 (centres undefined),103,-1,4,-3,-1.5,-21,-11,-17,110
COc1ccccc1CNC(=O)CCCn1nc(C)n2ccnc2c1=O,104,2,x,-5,-0.1,-1,4,-17,99
N#Cc1nc(Cc2cccc3ccccc23)oc1NCCCN1CCOCC1,101,1,-3,0,-4.6,13,11,-26,104
COc1ccccc1NC(=O)CN(C)S(=O)(=O)c1ccc(F)cc1,94,-3,4,-7,0.5,-5,8,-4,96
CN(C)S(=O)(=O)N1CCC(CO)(CCc2ccccc2)CC1,100,-5,-6,29,5.1,-13,13,-2,92
CC1CCC(NC(=O)Nc2cccs2)CC1 (centres undefined),94,-4,5,-13,-1.5,-4,7,17,89
O=C(c1cc(F)c(F)cc1Cl)N1CCCc2ccccc21,103,1,-2,-22,-2.6,-24,-1,7,107
Nc1nc(SCC(=O)NCCOCCO)nc2sc3c(c12)CCCC3,99,-6,1,-4,1.9,-16,14,-10,93
CCC(=O)NC1CCN(C(=S)NC)CC1,98,-8,0,12,4.7,3,-12,2,87
O=C(CN1CCC(Cc2ccccc2)CC1)NC(=O)NCc1ccco1,115,5,-5,2,-2.0,2,3,-1,117
COc1ccccc1C(=O)Nc1nnc(-c2ccc3c(c2)CCCC3)o1,103,5,0,-26,0.3,-33,10,-16,103
O=C(CSC1=NC(=O)C(Cc2ccccc2)C(=O)N1)Nc1ncccn1 (centres undefined),98,2,-1,x,x,3,28,0,99
O=C(NC1CSCC1OC(=O)c1ccccc1)c1ccccc1 (centres undefined),86,-23,-6,-1,-0.4,-16,17,13,82
Cc1oc(-c2ccccc2)cc1C(=O)Nc1cccc(/C=C/C(=O)O)c1,111,3,75*,1,-2.3,-3,16,28,95
O=C(NC1CCCCC1)C1CCCN(S(=O)(=O)c2ccc(Br)s2)C1 (centres undefined),101,-5,-2,-43,0.2,-12,-4,2,98
Cc1cc(-c2ccco2)n2c(nc3ccccc32)c1C#N,x,x,-1,4,0.9,-5,13,10,x
Cc1nnc(SCC(=O)N2c3ccccc3CC2C)s1 (centres undefined),98,1,-1,2,0.6,-6,-2,1,104
Nc1nc2ccccc2n1/N=C/c1cccnc1,95,5,-4,4,-0.4,0,x,4,99
O=[N+]([O-])c1cccc(S(=O)(=O)N2CCN(S(=O)(=O)N3CCOCC3)CC2)c1,99,-3,2,0,-1.5,-1,5,-4,95
Cc1[nH]oc(=O)c1N=Nc1c(Cl)cccc1Cl,103,-1,3,26,-2.9,2,-2,2,96
O=[N+]([O-])c1ccc(C(O)CSC(=S)N2CCCCC2)cc1 (centres undefined),99,-3,-12,-23,-0.2,4,-5,-1,100
O=C(c1ccccc1)n1c(=O)c(F)cn(COCCBr)c1=O,97,0,-3,18,-0.4,1,-4,3,103
COc1ccc(C(=O)CC(=O)C(=O)Nc2cc(Cl)c(OC)cc2OC)cc1,113,2,-4,8,-0.7,-6,9,17,104
CCN(CC)CCCNC(=O)c1nn(-c2ccccc2OC)c(=O)c2ccccc12,104,7,-2,5,-0.6,0,21,5,111
COc1ccc(S(=O)(=O)NCc2cccnc2)cc1C(=O)N1CCCCC1,104,7,-6,6,-1.6,-10,7,0,104
CCS(=O)(=O)N1CCCC(C(=O)NCCCOC(C)C)C1 (centres undefined),102,1,-2,11,-1.0,1,10,-2,98
COC(=O)C(NC=O)C(O)(Cc1ccccc1)C(F)(F)F (centres undefined),103,4,-2,1,0.3,0,-1,3,103
CN(C)CCOC(=O)c1cccc(Br)c1,99,-4,-2,3,4.7,-1,22,6,98
Cc1csc(NC(=O)c2ccc[nH]c2=O)n1,103,4,-4,6,-1.1,-2,8,1,104
CCOC(=O)c1cnc2c(C)c(Cl)ccc2c1N1CCN(CC)CC1,95,4,-12,-2,2.9,16,-10,-15,103
CCN1CCN(C(=S)NCCOC)CC1,104,3,2,18,2.0,7,24,16,103
Cc1nnc(NC(=O)C2CCCO2)s1 (centres undefined),101,1,2,-11,4.4,7,-8,-4,99

# A second format for 17 compounds above.
# Value order: MEKK3 PB1 HTS, MEKK2mut PB1 HTS, GalR3 antagonist, CRFBP-R2 block, CRFBP-R2 agonist, FID counter, UBC9 SUMO inh, HCV NS3 hel inh, MEKK2 WT-MEK5
O=C(NC1CSCC1OC(=O)c1ccccc1)c1ccccc1 (centres undefined)
→ 86, -23, -6, -1, -0.4, -16, 17, 13, 82
Cc1oc(-c2ccccc2)cc1C(=O)Nc1cccc(/C=C/C(=O)O)c1
→ 111, 3, 75*, 1, -2.3, -3, 16, 28, 95
O=C(NC1CCCCC1)C1CCCN(S(=O)(=O)c2ccc(Br)s2)C1 (centres undefined)
→ 101, -5, -2, -43, 0.2, -12, -4, 2, 98
Cc1cc(-c2ccco2)n2c(nc3ccccc32)c1C#N
→ x, x, -1, 4, 0.9, -5, 13, 10, x
Cc1nnc(SCC(=O)N2c3ccccc3CC2C)s1 (centres undefined)
→ 98, 1, -1, 2, 0.6, -6, -2, 1, 104
Nc1nc2ccccc2n1/N=C/c1cccnc1
→ 95, 5, -4, 4, -0.4, 0, x, 4, 99
O=[N+]([O-])c1cccc(S(=O)(=O)N2CCN(S(=O)(=O)N3CCOCC3)CC2)c1
→ 99, -3, 2, 0, -1.5, -1, 5, -4, 95
Cc1[nH]oc(=O)c1N=Nc1c(Cl)cccc1Cl
→ 103, -1, 3, 26, -2.9, 2, -2, 2, 96
O=[N+]([O-])c1ccc(C(O)CSC(=S)N2CCCCC2)cc1 (centres undefined)
→ 99, -3, -12, -23, -0.2, 4, -5, -1, 100
O=C(c1ccccc1)n1c(=O)c(F)cn(COCCBr)c1=O
→ 97, 0, -3, 18, -0.4, 1, -4, 3, 103
COc1ccc(C(=O)CC(=O)C(=O)Nc2cc(Cl)c(OC)cc2OC)cc1
→ 113, 2, -4, 8, -0.7, -6, 9, 17, 104
CCN(CC)CCCNC(=O)c1nn(-c2ccccc2OC)c(=O)c2ccccc12
→ 104, 7, -2, 5, -0.6, 0, 21, 5, 111
COc1ccc(S(=O)(=O)NCc2cccnc2)cc1C(=O)N1CCCCC1
→ 104, 7, -6, 6, -1.6, -10, 7, 0, 104
CCS(=O)(=O)N1CCCC(C(=O)NCCCOC(C)C)C1 (centres undefined)
→ 102, 1, -2, 11, -1.0, 1, 10, -2, 98
COC(=O)C(NC=O)C(O)(Cc1ccccc1)C(F)(F)F (centres undefined)
→ 103, 4, -2, 1, 0.3, 0, -1, 3, 103
CN(C)CCOC(=O)c1cccc(Br)c1
→ 99, -4, -2, 3, 4.7, -1, 22, 6, 98
Cc1csc(NC(=O)c2ccc[nH]c2=O)n1
→ 103, 4, -4, 6, -1.1, -2, 8, 1, 104

# Going on with the list:
SMILES,MEKK3 PB1 HTS,MEKK2mut PB1 HTS,GalR3 antagonist,CRFBP-R2 block,CRFBP-R2 agonist,FID counter,UBC9 SUMO inh,HCV NS3 hel inh,MEKK2 WT-MEK5
COc1ccc(OC)c(NC(=O)CC2(CC(=O)O)CCCC2)c1,96,-2,-9,-2,-1.0,-7,5,3,97
COc1ccc(C(=O)CN2C(=O)NC3(CCCCC3)C2=O)cc1OC,146*,7,-5,-10,-0.7,-13,3,7,125
OCCNc1ncnc2c1nnn2Cc1ccccc1,100,2,-8,-4,0.6,0,9,7,102
CCOC(=O)c1cccc(NC(=O)CCOc2ccccc2)c1,106,-9,-6,-2,-1.0,-19,0,-1,95
CCCc1cc(=O)oc2c(C)c(OCC(=O)N3CCC[C@@H]3C(=O)O)ccc12,102,5,-7,-2,-0.7,-32,2,15,109
CN(CCOc1ccc(F)cc1)Cc1ccccc1,105,2,-10,-3,-0.3,3,-4,-1,106
O=C1/C(=C/c2cccnc2)SC(=S)N1NS(=O)(=O)c1ccccc1,106,6,-8,23,-1.6,-21,-2,13,110
COc1ccccc1/C=C1\SC(=S)N(Nc2nc(C)cc(C)n2)C1=O,89,-7,-9,7,-2.4,-6,-12,12,88
CC(C)CN(C(=O)COC(=O)C1c2ccccc2Oc2ccccc21)C1CCS(=O)(=O)C1 (centres undefined),101,4,-4,3,-0.1,-10,2,-4,100
Cn1c(/C=N/c2nc3ccccc3[nH]2)nc2ccccc21,97,1,-8,-7,0.1,-3,0,-2,100
C=CCn1c(C)nnc1SCC(=O)Nc1nccs1,105,12,-3,-16,0.8,-18,9,26,105
CCN(CC)CCNC(=O)Cc1nn(Cc2ccccc2)c(=O)c2ccccc12,105,4,1,-9,0.5,5,8,1,103
COc1ccc(CCC(=O)N(c2nnc(-c3cccnc3)s2)C(C)C)cc1,101,-7,-7,2,-1.3,-24,0,7,98
Nc1c(-c2ccc(F)cc2)cnn1C1CCS(=O)(=O)C1 (centres undefined),107,7,0,-10,-1.5,2,4,-4,105
COc1ccc(NC(=O)Cn2cc(C(=O)C3CC3)c3ccccc32)cc1,100,-1,-9,10,-0.4,-9,-17,6,99
C[C@H](NC(N)=O)C(=O)Nc1ccc2c(c1)OCO2,117,19,-6,12,-0.1,-1,19,6,107
Cc1cccc(N2CCN(C(=O)C(C)C)CC2)c1C,104,5,-7,0,0.4,-6,23,3,103
OCc1nnn(-c2cccc(C(F)(F)F)c2)c1CO,101,-2,-5,10,-0.3,4,6,-6,98
COC(=O)c1ccc(COc2cc([N+](=O)[O-])cc3cccnc23)cc1,92,-15,4,-3,-0.9,1,30,7,94
[O-]/C(=C(\C(=S)NCCN1CCOCC1)[n+]1ccccc1)c1ccc(Cl)s1,94,-2,-8,-2,-0.9,0,21,12,93
CSc1cc(CS(=O)(=O)c2ccccc2)nc(-c2ccccc2)n1,101,1,-5,1,0.0,-26,1,8,99
C/C(=N\NC(=O)c1cccs1)c1ccc2ccccc2c1,103,3,-10,-9,0.5,-9,3,-11,106
c1ccc(SCCc2ccncc2)cc1,92,-9,-4,-2,1.7,-5,-9,2,94
C=C(C)CSc1nnc(-c2ccc(OC)c(OC)c2)n1N,96,-8,0,12,-1.0,0,16,-4,89
